# TSG101-PTAP inh: blocks PTAP/TSG101 interaction to inhibit HIV-1 budding. Q99816. Fluorescence polarization, FITC-PTAP peptide / Tsg101 binding. Potency, µM (top dose mostly 115 µM), inactives show top-dose activity change, negative = inhibition, actives largely listed as inhibitors. 340,000 tested, under 10 active. AID 493005; active = well fitted inhibition curve with a large enough effect in the main read-out, with a control signal flat, not every such curve was filed as active; inconclusive = small, poorly fitted or top-dose-only effect, or effect the other way, or a change in a side signal; inactive = no such curve, though single readings can be large or run the other way; also: potency is read from the fitted curve at half-maximal effect; % of control where 0% means no effect
#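 FP read-out: FITC-PTAP peptide, 50 nM final, binding Tsg101 binding domain, 10 uM final; 20 min, r.t.; 10 mM HEPES pH 7.5, 0.15 M NaCl, 0.01% Tween 20, 3 mM EDTA, 0.1 mM TCEP.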
# Integrin act MD: activates integrin-mediated alleviation for muscular dystrophy; alpha7betagal myoblasts, beta-gal FDG fluorescence, 48 h; Potency, µM (highest dose often 38.3 µM), without a hit: at the top dose activation, usual class: activators; 350,000 tested, 0.064% active; AID 624291;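 also: potency is read from the fitted curve at half-maximal effect; 100% = response of the positive control SU9516; nearly all actives have a fitted effect of over 60% in size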
#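 Alpha7betagal+/- myoblasts (passage 13) were plated 16-24 hr, then exposed to compounds (1:260 dilution of DMSO stock) for 48 hours at 37C. After MPER lysis, β-galactosidase reporter activity was read as FDG fluorescence (ex 480/em 540) after 30 minutes.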
# AT treatment: candidate therapy for ataxia-telangiectasia | AID 485349 | Potency, µM (doses to about 57.5 µM), without a hit: top-dose activation, hits mostly activators | […] A-T fibroblasts, KAP-1 phosphorylation AlphaLISA; neocarzinostatin DNA damage 30 min before lysis | 320,000 tested, 0.19% active; also: potency is read from the fitted curve at half-maximal effect; % of control where 0% means no effect; nearly all actives have a fitted effect of over 45% in size
#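 ATM-like activity read as KAP-1 phosphorylation via AlphaLISA donor/acceptor antibody pairs after lysis and 6 hr at 25C. Cells were ATM-null patient fibroblasts ([…], hTERT), dosed 60 min, then exposed to the DSB inducer NCS for 30 min.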
# ASM inhibitor: human S-ASM enzyme inhibition; 340,000 tested, 0.006% active; Potency, µM (series often up to 57.5 µM), for inactives: at the top dose activity change, negative = inhibition, actives largely listed as inhibitors; placental ASM, HMU-PC fluorogenic substrate, 60 min; AID 504937; P17405; also: potency is read from the fitted curve at half-maximal effect
#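 HMU-PC0 cleavage (9 uM final) by human placental ASM, 60 min at 37 °C following 10 min compound exposure at RT; stopped at pH 10, fluorescence Ex 386/Em 447 nm.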
# TCR act: T cell receptor activation; primary human leukocytes, anti-CD3, IL-2 HTRF, 48 h; Potency, µM (titrated, usually from 9.22 µM), inactives show at the highest dose activation of IL-2 secretion, usual class: activators; 330,000 tested, under 10 active; also: % of control where 0% means no effect
#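 TCR engagement came from a-CD3 beads alone, with compounds added to primary human leukocytes for 48 hr. Secreted IL-2 bridged europium cryptate- and d2-labelled anti-IL-2 antibodies, giving FRET emission at 665nm after 320nm excitation.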
# Mito fusion yeast: blocks mitochondrial division or promotes mitochondrial fusion; Potency, µM (series often up to 46.1 µM), for the others: top-dose growth rescue (activation), most hits filed as activators; AID 485298; S. cerevisiae fusion-defective mutant growth rescue, CellTiterGlo 48 h; 320,000 tested, 0.23% active;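 also: potency is read from the fitted curve at half-maximal effect; % of control where 0% means no effect; nearly all actives have a fitted effect of over 45% in size; temperature-sensitive fusion mutants such as fzo1-1 at 37 °C on non-fermentable ethanol glycerol medium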
#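 S. cerevisiae fusion-defective temperature-sensitive mutants (e.g. fzo1-1, mgm1-5) grown 48 h at 37C in YPEG (ethanol/glycerol non-fermentable) medium with 23 nl compound per well; growth rescue read as CellTiterGlo luminescence.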
# Menin-MLL TR inh: menin-MLL binding inhibition, Texas Red mutant peptide; O00255; Menin + Texas Red MLL mutant peptide, fluorescence polarization; Potency, µM (top dose mostly 61.6 µM), without a hit: top-dose FP activity change, negative = inhibition, hits mostly inhibitors; 270,000 tested, 0.23% active; active = well fitted inhibition curve with a large enough effect in the polarisation, with a control signal flat, not every such curve was filed as active; inconclusive = small, poorly fitted or top-dose-only effect, or effect the other way, or a change in a side signal; inactive = no such curve, though single readings can be large or run the other way; the % refers to the polarisation; also: potency is read from the fitted curve at half-maximal effect; % of control where 0% means no effect; many of its hits are not listed in these tables
# TSHR antagonist: human thyrotropin receptor antagonism; P16473; TSHR-expressing cells, TSH-stimulated cAMP HTRF, 2 h; active compounds read low; activity change, negative = inhibition, % at 11.5 µM; 330,000 tested, 0.2% active; AID 504810;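 active = activity change below a set negative limit, meaning inhibition stronger than a set level, cut at about -70% in these data; inconclusive = activity change between two set negative limits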; also: % is scaled to controls: 0 for no effect and ±100 for the full control effect
#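 TSHR-expressing cells were treated with compounds, then stimulated with TSH at EC80 (4nM final) for 2 hours at 37 deg C. Cellular cAMP was measured by HTRF competition between lysate cAMP and cAMP-d2 for a cryptate-labelled anti-cAMP antibody.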
# MBNL1 CUG block: blocks human MBNL1 binding to CUG repeat RNA | Q9NR56 | TR-FRET MBNL1-His/biotin-(CUG)12 binding, 665/545 ratio | Potency, µM (top dose mostly 57.5 µM), for inactives: top-dose activity change, negative = inhibition, actives largely listed as inhibitors | 280,000 tested, 0.036% active; active = well fitted inhibition curve with a large enough effect in the signal ratio, with a control signal flat, not every such curve was filed as active; inconclusive = small, poorly fitted or top-dose-only effect, or effect the other way, or a change in a side signal; inactive = no such curve, though single readings can be large or run the other way; the % refers to the signal ratio; also: potency is read from the fitted curve at half-maximal effect; % is scaled to controls: 0 for no effect and ±100 for the full control effect
#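 Compound titration spanned 92 nM–58 uM against the MBNL1-His/biotin-(CUG)12 complex. After 60 min at room temperature with 5 nM streptavidin-XL665 and 0.055 ng/ul terbium anti-His, ratiometric 665/545 nm emission (Ex 340 nm) normalized to controls.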
# MLL CXXC-DNA inh: inhibitors of human MLL CXXC domain-DNA interaction; Q03164; MLL-CXXC / FITC-HOXA9 DNA fluorescence polarization; Potency, µM (titrated, usually from 115 µM), without a hit: at the top dose activity change, negative = inhibition, usual class: inhibitors; 290,000 tested, 0.037% active; active = well fitted inhibition curve with a large enough effect in the polarisation, with a control signal flat, not every such curve was filed as active; inconclusive = small, poorly fitted or top-dose-only effect, or effect the other way, or a change in a side signal; inactive = no such curve, though single readings can be large or run the other way; the % refers to the polarisation; also: potency is read from the fitted curve at half-maximal effect
# Target sequence (Q03164 whole entry, looked up, the tested form may be a part): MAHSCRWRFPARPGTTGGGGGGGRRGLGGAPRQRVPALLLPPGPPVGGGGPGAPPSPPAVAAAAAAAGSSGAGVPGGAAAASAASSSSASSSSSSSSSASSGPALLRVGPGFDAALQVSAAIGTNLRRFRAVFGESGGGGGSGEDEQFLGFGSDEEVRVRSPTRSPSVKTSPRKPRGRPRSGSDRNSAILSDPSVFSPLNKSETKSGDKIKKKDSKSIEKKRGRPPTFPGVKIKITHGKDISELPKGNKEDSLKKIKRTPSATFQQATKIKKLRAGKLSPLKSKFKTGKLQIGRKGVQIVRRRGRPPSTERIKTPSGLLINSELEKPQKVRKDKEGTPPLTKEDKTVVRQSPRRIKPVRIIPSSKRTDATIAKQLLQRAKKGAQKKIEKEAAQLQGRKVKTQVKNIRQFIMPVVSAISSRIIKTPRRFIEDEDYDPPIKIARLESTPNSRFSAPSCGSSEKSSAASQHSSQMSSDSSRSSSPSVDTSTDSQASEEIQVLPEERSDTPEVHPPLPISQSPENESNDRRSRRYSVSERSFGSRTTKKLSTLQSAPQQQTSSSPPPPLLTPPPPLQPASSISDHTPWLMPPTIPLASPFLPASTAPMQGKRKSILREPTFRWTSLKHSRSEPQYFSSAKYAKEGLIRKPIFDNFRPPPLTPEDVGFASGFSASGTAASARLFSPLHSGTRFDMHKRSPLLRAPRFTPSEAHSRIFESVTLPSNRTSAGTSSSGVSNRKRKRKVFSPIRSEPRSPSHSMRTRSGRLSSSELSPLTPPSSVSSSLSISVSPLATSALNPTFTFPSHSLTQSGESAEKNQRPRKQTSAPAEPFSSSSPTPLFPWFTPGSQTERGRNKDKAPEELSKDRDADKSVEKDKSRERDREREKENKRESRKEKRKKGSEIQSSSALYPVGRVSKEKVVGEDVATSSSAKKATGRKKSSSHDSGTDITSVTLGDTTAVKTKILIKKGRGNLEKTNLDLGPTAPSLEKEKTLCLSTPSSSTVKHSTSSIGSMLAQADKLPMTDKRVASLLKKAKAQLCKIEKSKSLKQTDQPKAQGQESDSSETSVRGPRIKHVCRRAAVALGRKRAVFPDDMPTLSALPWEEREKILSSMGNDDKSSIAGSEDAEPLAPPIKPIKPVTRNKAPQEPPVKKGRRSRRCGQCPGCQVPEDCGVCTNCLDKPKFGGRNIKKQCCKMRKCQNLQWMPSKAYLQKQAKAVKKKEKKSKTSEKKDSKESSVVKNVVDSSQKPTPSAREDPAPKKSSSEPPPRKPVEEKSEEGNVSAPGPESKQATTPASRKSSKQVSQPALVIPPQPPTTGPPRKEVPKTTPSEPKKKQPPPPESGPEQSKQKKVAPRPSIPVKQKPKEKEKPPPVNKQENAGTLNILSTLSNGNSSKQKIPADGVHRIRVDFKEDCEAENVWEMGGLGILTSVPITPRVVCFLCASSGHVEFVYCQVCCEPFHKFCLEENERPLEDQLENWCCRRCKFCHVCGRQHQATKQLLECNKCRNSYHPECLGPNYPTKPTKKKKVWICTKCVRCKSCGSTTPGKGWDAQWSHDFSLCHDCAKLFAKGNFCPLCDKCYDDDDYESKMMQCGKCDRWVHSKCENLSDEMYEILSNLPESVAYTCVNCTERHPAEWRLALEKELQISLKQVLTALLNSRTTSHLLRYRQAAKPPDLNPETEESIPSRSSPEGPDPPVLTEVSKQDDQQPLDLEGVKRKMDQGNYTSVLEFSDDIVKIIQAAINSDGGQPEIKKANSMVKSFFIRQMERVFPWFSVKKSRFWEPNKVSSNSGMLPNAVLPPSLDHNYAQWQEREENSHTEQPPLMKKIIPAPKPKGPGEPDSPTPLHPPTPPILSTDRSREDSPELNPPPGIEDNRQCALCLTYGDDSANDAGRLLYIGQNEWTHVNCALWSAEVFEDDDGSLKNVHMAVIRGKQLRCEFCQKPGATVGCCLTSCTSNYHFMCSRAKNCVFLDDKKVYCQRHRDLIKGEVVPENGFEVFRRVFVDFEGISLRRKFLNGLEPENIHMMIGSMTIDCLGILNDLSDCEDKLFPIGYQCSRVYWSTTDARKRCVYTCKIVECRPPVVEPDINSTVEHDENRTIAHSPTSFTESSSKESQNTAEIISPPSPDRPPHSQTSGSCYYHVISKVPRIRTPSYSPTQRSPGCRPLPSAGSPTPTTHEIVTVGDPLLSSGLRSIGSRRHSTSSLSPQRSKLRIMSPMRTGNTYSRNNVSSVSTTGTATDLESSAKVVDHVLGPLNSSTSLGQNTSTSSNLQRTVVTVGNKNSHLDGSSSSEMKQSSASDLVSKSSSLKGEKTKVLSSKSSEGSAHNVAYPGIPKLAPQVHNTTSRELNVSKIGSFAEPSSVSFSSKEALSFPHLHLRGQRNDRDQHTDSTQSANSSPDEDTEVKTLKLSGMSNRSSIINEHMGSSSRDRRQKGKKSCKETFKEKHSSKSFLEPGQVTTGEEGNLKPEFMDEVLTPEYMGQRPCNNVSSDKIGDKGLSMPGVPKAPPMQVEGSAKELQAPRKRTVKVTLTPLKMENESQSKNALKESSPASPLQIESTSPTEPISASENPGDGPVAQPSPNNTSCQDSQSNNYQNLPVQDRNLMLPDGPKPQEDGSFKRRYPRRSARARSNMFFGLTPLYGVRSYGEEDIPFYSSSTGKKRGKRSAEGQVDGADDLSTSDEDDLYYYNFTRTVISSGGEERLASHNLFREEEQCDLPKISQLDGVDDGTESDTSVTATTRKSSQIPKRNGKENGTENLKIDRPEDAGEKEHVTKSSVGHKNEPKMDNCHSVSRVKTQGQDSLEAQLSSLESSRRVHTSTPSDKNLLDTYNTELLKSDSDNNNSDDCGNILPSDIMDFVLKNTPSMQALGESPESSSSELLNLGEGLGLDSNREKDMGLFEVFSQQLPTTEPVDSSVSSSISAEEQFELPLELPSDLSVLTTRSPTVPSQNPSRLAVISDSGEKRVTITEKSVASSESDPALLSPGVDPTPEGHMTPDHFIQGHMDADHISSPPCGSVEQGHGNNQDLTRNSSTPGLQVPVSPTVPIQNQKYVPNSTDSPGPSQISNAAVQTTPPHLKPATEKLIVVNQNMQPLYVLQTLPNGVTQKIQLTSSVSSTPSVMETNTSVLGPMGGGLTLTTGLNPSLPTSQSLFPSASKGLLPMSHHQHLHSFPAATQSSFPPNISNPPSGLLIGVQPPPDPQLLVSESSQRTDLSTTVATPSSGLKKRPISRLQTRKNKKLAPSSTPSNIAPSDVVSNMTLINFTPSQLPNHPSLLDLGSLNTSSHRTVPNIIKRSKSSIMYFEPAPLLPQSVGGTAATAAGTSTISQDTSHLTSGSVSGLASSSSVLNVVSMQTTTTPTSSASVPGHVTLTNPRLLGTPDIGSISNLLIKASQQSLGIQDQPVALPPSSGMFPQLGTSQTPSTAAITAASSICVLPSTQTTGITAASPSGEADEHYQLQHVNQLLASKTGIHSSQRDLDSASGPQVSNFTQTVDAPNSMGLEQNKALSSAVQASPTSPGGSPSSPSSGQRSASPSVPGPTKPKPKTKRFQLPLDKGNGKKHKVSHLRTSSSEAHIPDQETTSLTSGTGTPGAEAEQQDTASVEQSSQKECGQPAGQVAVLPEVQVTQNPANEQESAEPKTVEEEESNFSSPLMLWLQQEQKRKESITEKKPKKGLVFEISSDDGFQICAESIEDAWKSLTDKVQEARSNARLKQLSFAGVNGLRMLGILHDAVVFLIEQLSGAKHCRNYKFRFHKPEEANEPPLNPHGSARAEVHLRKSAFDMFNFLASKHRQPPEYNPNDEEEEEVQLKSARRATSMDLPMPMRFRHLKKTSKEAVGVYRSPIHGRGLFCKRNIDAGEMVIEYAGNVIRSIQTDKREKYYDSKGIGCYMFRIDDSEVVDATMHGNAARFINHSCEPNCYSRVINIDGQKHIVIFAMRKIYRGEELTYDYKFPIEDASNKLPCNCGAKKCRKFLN
#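 Steps: dispense CXXC domain solution (7 uM) → pin compounds or unlabeled HOX-A9 DNA control → 5 min ambient → add FLSN-HOX-A9 solution (50 nM) → spin → 30 min ambient → fluorescence polarization. Tris pH 7.5/NaCl/DTT/BSA buffer.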
# * hit, by the source's call; ? = inconclusive; . = not tested or not shown; [ ] = another dose, or the depositor's remark. Unless noted, calls follow the shape of the dose curve; as a rule, active = well fitted curve in the direction sought with a large enough effect; inconclusive = small, poorly fitted or top-dose-only effect, or another doubt; inactive = no such curve, though single readings can be large; an effect the other way counts as inactive or inconclusive. These rows are one share of the data; the hit share may differ from the screen's.
SMILES,TSG101-PTAP inh,Integrin act MD,AT treatment,ASM inhibitor,TCR act,Mito fusion yeast,Menin-MLL TR inh,TSHR antagonist,MBNL1 CUG block,MLL CXXC-DNA inh
O=C(O)C1CC=CCC1C(=O)NCc1ccc(Cl)c(Cl)c1 (stereo not drawn),-2%,-15%,.,0%,2%,.,.,.,.,.
C[n+]1c2n(c3ccccc31)N=C(c1ccc(Cl)cc1)CS2,-4%,-26%,-11%,-4%,-3%,0%,8%,-4,?,-3%
CCCCn1c(N)c(N(CCOC)C(=O)CSc2ccc([N+](=O)[O-])cc2)c(=O)[nH]c1=O,-3%,-22%,-12%,17%,0%,0%,.,23,.,.
CC(NC(=O)c1ccccc1C(=O)O)c1ccc(-n2ccnc2)cc1 (stereo not drawn),0%,-9%,2%,2%,.,0%,5%,3,-3%,-16%
O=C(CN1C(=O)NC2(CCCCC2)C1=O)N1CCc2ccccc2C1,-2%,-20%,-7%,1%,1%,-32%[inhibitor],0%,3,-7%,-6%
CC(Cc1cccs1)NC(=O)Nc1ccc(F)cc1 (stereo not drawn),-7%,11%,.,2%,1%,1%,12%,10,3%,5%
Cc1ccc(N(CCCCN2C(=O)c3ccccc3C2=O)C(=O)c2ccc(Cl)s2)cc1,1%,14%,3%,-14%,3%[46.1 µM],1%,0%,18,?,15%
CC(C)(C)CC(=O)Nc1nnc(C(F)(F)F)s1,-6%,7%,0%,2%,-1%[46.1 µM],0%,13%,-15,-3%,6%
COc1ccc(CNC(=O)C(C)OC(=O)c2cccn2C)cc1 (stereo not drawn),-4%,20%,-4%,3%,-1%,1%,-4%,-8,2%,-8%
COc1ccc(C2CC(c3ccccc3)=NN2C(=O)COC(=O)c2cccc(O)c2)cc1 (stereo not drawn),-5%,-8%,.,-20%,-1%[46.1 µM],.,.,2,.,.
CCN(CC)CCNC(=O)c1ccc(NC(=O)c2ccc(Cl)c(S(=O)(=O)N3CCCCCC3)c2)cc1,-10%,-73%[inhibitor],0%,-11%,-2%,-2%,.,9,-18%,-10%
COC(=O)N/N=C\c1cc2c(cc1Br)OCO2,4%,29%,12%,0%,-3%,-5%,0%,-2,11%,7%
Cn1ccnc1C1CCCCN1Cc1nc(-c2ccc(Cl)cc2)no1 (stereo not drawn),-1%,?,0%,2%,5%,?,?,-17,0%,-17%
CC[C@]12c3[nH]c4ccccc4c3CCN1C(=O)C(CC(=O)NCCC1=CCCCC1)C[C@@H]2C(=O)N1CCN(C(=O)C2CC2)CC1 (stereo partly drawn),-3%,-10%,14%,3%,-4%,.,.,-9,.,.
Cc1ccc(C(C)C)c(OCC(=O)N2CCOCC2)c1,-10%,7%,2%,6%,-5%,1%,-25%,0,4%,-2%
CCOC(=O)C(=O)Nc1cc([N+](=O)[O-])ccc1C,-6%,16%,-5%,0%,5%[46.1 µM],2%,25%,5,19%,?
O=C(NN1CCOCC1)c1cccc(COc2cccc(Br)c2)c1,-3%,-13%,-2%,-3%,1%,-2%,4%,-10,-9%,5%
CCN(C(=O)COC(=O)CNC(=O)C12CC3CC(CC(C3)C1)C2)C1CCS(=O)(=O)C1 (stereo not drawn),0%,9%,.,4%,-2%[46.1 µM],-8%,-19%,12,-5%,-7%
COc1ccc(-c2ccccc2)c2oc(-c3ccco3)cc(=O)c12,-6%,0%,.,-19%,11%,.,.,.,.,.
CCCC(=O)Nc1sc(C)c(C)c1C#N,3%,9%,3%,2%,4%,-2%,5%,3,-5%,7%
CC(=O)Nc1ccccc1C(=O)C(=O)Nc1ccc(C(=O)NCC2CCCO2)cc1 (stereo not drawn),0%,23%,-2%,1%,-2%,-4%,9%,3,4%,3%
Cc1ccc(S(=O)(=O)NNC(=O)c2sc(NS(=O)(=O)c3ccccc3)nc2C)cc1,-7%,6%,-2%,0%,-11%,-3%,.,.,0%,?
Cc1cc(N2C(=O)c3ccc(C(=O)Nc4ccc(CC(=O)O)cc4)cc3C2=O)no1,1%,14%,4%,7%,-3%,4%,-10%,42,14%,6%
O=C(Cc1nc2ccccc2[nH]c1=O)c1ccccc1,?,3%,-1%,65%[activator],-14%,-17%,?,-3,?,?
CCOc1ccccc1C1C(C#N)=C(N)Oc2cc(C)n(C)c(=O)c21 (stereo not drawn),-2%,7%,6%,1%,-5%,-4%,-23%,-6,5%,2%
CCOC(=O)c1sc(NC(=O)CSc2nnc(C(C)C)n2CC)nc1C,-6%,-29%,5%,4%,-2%,2%,2%,5,5%,-5%
O=C(Cn1c(=O)[nH]c2ccccc2c1=O)Nc1ccc2c(c1)OCO2,-2%,-7%,-3%,6%,-4%,0%,?,-11,8%,8%
CCN(CC(=O)Nc1c(F)cccc1F)C(=O)CCOc1ccccc1,0%,-7%,0%,2%,17%,6%,.,8,.,.
O=C(/C=C/c1ccc(Br)cc1)c1ccc(NC2=NCCCS2)cc1,0%,-61%[inhibitor],.,-22%,-7%[46.1 µM],3%,13%,18,.,30%[activator]
Cc1ccc(C)c(/C=C(\C(=O)O)c2ccc(S(=O)(=O)N3CCCCC3)s2)c1,0%,-5%,-7%,13%,3%,2%,?,-6,4%,-4%
Cc1ccc(-c2noc(CCC(=O)NCC3CCCO3)n2)cc1 (stereo not drawn),-2%,12%,1%,-4%,-3%,-1%,1%,2,-5%,3%
COc1ccc(NC(=O)Cn2ccc(C(F)(F)F)n2)cc1S(=O)(=O)N1CCOCC1,1%,17%,-9%,4%,0%,.,.,3,.,.
O=C(Nc1cccc(S(=O)(=O)N2CCCCC2)c1)c1c2c(nc3ccccc13)CCN(Cc1ccccc1)C2,-5%,0%,4%,-2%,4%[46.1 µM],0%,3%,-4,?,8%
CCc1ccc(NC(=O)C2CCN(S(=O)(=O)c3ccc4c(c3)NC(=O)CO4)CC2)cc1,4%,-10%,4%,-18%,-6%,1%,.,11,-8%,7%
Cc1cc(C)c2sc(N(CCN(C)C)C(=O)c3ccc4ccccc4c3)nc2c1,-3%,5%,4%,-13%,-3%,-9%,-2%,10,0%,-1%
O=C1C(=Cc2ccco2)C(=O)c2ccccc21,-4%,-3%,1%,-2%,-5%[46.1 µM],-1%,-2%,-6,.,-3%
CCN(CC(=O)N1CCN(Cc2ccccc2)CC1)S(=O)(=O)c1ccc(C)cc1,0%,-7%,2%,1%,3%,-3%,1%,14,-8%,0%
CCOC(=O)C(C(=O)OCC)C(C(=O)OCC)N1CCOCC1 (stereo not drawn),1%,7%,5%,0%,6%,-17%,-6%,20,1%,24%
Cc1c(NC(=O)Nc2c(Cl)cccc2Cl)c(=O)n(-c2ccccc2)n1C,-3%,-2%,-1%,6%,7%,2%,79%[activator],19,2%,0%
CN(C(=O)c1ccc(NC(=O)Cc2ccc(NC(=O)C3CCCN(S(=O)(=O)c4cccc([N+](=O)[O-])c4)C3)cc2)cc1)C1CCCC1 (stereo not drawn),-6%,39%,.,-5%,2%,.,.,.,.,.
COc1ccc(OC)c(NC(=O)CNC(=O)c2ccc([N+](=O)[O-])cc2)c1,-3%,23%,4%,-7%,-4%,-7%,10%,-4,?,-4%
CCC(NC(=O)NCc1ccc2c(c1)OCO2)(C(F)(F)F)C(F)(F)F,4%,0%,3%,-3%,11%,-3%,25%,5,0%,-3%
C/C(=N/NC(=O)c1cccc(Br)c1)C1CC2CCC1C2 (stereo not drawn),-7%,5%,-2%,5%,1%,-1%,.,2,-5%,10%
O=C(CCC(=O)N1CCN(S(=O)(=O)c2ccc3ccccc3c2)CC1)Nc1cc(Cl)cc(Cl)c1,-4%,-18%,-1%,-5%,4%,-9%,-11%,7,-3%,-8%
Cc1cc(C)cc(NC(=O)CSc2nc3c(oc4ccccc43)c(=O)n2-c2ccccc2)c1,-1%,27%,7%,-1%,-3%[46.1 µM],10%,-14%,20,?,17%
Cc1ccccc1-n1c(-c2ccoc2C)n[nH]c1=S,-1%,27%,25%,0%,1%[46.1 µM],-4%,-1%,4,5%,-1%
COc1ccc2cc(CCNS(=O)(=O)c3c(C)cc(C)cc3C)c(=O)[nH]c2c1,4%,-26%,-6%,-15%,-1%,-3%,2%,2,3%,-1%

# Assay outcomes: PubChem BioAssay, National Center for Advancing Translational Sciences (NCATS)
